Bioassay records deposited in PubChem by several laboratories.
WT yeast gro inh: growth inhibition of WT strain, primary screen, mitochondrial fusion inhibitor project, WT and mutant strains, chemical genetic; actives 2.1% (n = 190,000); inhibition, % at 10 µM; mitochondrial fusion phenotypic screen; AID 1362, 2008; in the data active = inhibition above about 58%; tested in S. cerevisiae
NOD2 inhibition: NOD2 signaling inhibitors, cell-based, luminescence, uHTS, HEK293 (AID 1566). HEK293 NOD2/NF-kB luciferase reporter, luminescence; higher % means a stronger effect. one-dose inhibition, % at 4 µM; EC50 in µM for titrated hits. actives 0.63% (n = 290,000); in the data active = inhibition above about 50%; also: many of its hits are not listed in these tables
Yfh1-off respiration: enhancers of respiration in Yfh1-depleted yeast, dose response, Friedreich's ataxia, plus single-dose screen (AID 1465); S. cerevisiae Yfh1-off respiration, WST-1 reduction, 72 h; higher fold induction means a stronger effect; fold induction at 50 µM, or EC50 in µM where a hit was titrated; actives 0.074% (n = 220,000);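 active = fold induction of absorbance versus untreated yeast above a set limit, then at least 30% activation at any dose in follow-up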;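 also: activators that raise dye reduction in frataxin-depleted yeast; strong numbers were not always called active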
MT stabilize HCS: microtubule stabilizers in HeLa cells, primary screen, imaging, high-content imaging | HeLa tubulin immunostaining HCS, 24 h; share of cells brighter than vehicle mean+2SD | % tubulin-high responders, % at 10 µM | actives 0.83% (n = 200,000) | AID 2205, 2009;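 active = plate Z-score above 3 for both tubulin-high and condensed-nucleus cell shares, with cell loss under 80%, at 10 µM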;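 also: anti alpha tubulin signal scored within the nucleus-defined area of each cell; some results filed as inactive read as strong as hits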
Insulin prom up: insulin promoter activators in MIN6 cells, imaging, high-content screening, mouse beta cells. MIN6 insulin promoter-GFP reporter; active compounds read high. AID 1625, 2009. actives 0.3% (n = 190,000). z-score at 5 µM;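 active = z-score above 3 at 5 µM with at least 500 cells counted in the well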
Autophagy mod: autophagy modulators in MEF cells, primary screen, imaging, high-content, MEF GFP-LC3; calls only at 10 µM (by protocol); actives 0.98% (n = 190,000); AID 463193, 2010; MEF GFP-LC3 puncta imaging; test concentration mostly 10 µM;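 active = percentage of spot-positive cells more than 3 SD above its plate mean, without a fluorescence outlier flag or 80% toxicity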;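 also: spot-positive cell cutoff set from DMSO-treated cells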
Lipid droplet: inhibitors of hepatocyte lipid droplet formation, primary screen, imaging, high-throughput imaging, BODIPY stain | AML12 mouse hepatocytes, oleate lipid droplets | inhibition, % at 6.5 µM | actives 0.4% (n = 240,000) | AID 1656, 2009;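 active = lipid droplet intensity inhibited by at least 50%, with more than 500 cells counted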
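Technique: fluorescence imaging, 20x objective, two fields per well / Assay system: AML12 hepatocytes (mouse) / Measure: % inhibition of lipid droplet signal / Doses: 6.5 µM single-point dosing / Incubation: overnight exposure / Reagent: 100 µM oleic acid challenge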
b-catenin transl: modulators of beta-catenin nuclear translocation, primary screen, imaging, HeLa cells, immunofluorescence, high-content. nuclear translocation activity, % at 5 µM. actives 0.3% (n = 190,000). AID 1665, 2009;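 active = nuclear translocation activity above 50% at 5 µM, with a well cell count of 50 or more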;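 also: per-cell ratio of nuclear to cytoplasmic median beta-catenin stain intensity; plate controls were DMSO negative control for no effect and GSK-3 inhibitor IX positive control for full effect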
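Assay system: human HeLa cells, native beta-catenin; doses: 5 µM primary, 0.02–20 µM confirmation; incubation: compound treatment 24 h, 37°C, 5% CO2; technique: fluorescence imaging of beta-catenin antibody stain plus DAPI; measure: % activation, nuclear-to-cytoplasmic median beta-catenin signal ratio per cell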
Dynein cargo inh: inhibitors of GR-EGFP nuclear translocation, primary screen, dynein cargo transport inhibitor project, imaging, high-content, 3617.4 mouse cells | actives 0.47% (n = 220,000) | z-score, hits read low | AID 1381, 2008 | test concentration mostly 20 µM; stimulated with dexamethasone, 1 µM; active compounds read low;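 active = plate z-score of nuclear minus cytoplasmic receptor signal below a set negative limit, without overly bright fluorescence or cell loss, cut at about -3.5 in these data, passing the limit was not always enough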;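 also: z-score of nuclear minus cytoplasmic ring GR-EGFP intensity difference per well; some compounds called inactive have numbers as strong as hits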
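Buffer or medium: tet-free, stripped-serum medium; reagent: dexamethasone at 1.0 µM final, 30 min; incubation: 48 h induction, 1 h compound, 30 min dex at 37 °C; measured by: formaldehyde fixation, Hoechst nuclear stain, 10x automated fluorescence imaging; read-out: nuclear-to-cytoplasmic GR-EGFP distribution per well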
WT yeast gro inh mutant strain: also measured in WT yeast gro inh; calls as there; inhibition, %; mitochondrial fusion phenotypic screen, mutant strain inhibition
Dynein cargo inh cytoplasmic EGFP: recorded beside Dynein cargo inh, whose call it bears; z-score; measured here: cytoplasmic GR-EGFP intensity; active compounds read high
Dynein cargo inh nuclear GR-EGFP: recorded beside Dynein cargo inh, whose call it bears; z-score; measured here: nuclear GR-EGFP intensity;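 lower value marks the stronger effect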
Dynein cargo inh cell count: further read-out of Dynein cargo inh, marked with its call; z-score; measured here: cell count per field
Insulin prom up cell count: recorded beside Insulin prom up, whose call it bears; cell count; measured here: cytotoxicity, nuclei count;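 total cells summed across four imaged fields per well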
Lipid droplet cells 6.5 µM: recorded beside Lipid droplet, whose call it bears; cell count; measured here: cell count, cytotoxicity flag;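 cells counted across two imaged fields per well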
b-catenin transl cell count 5 µM: further read-out of b-catenin transl, marked with its call; cell count; measured here: cell count, cytotoxicity flag
MT stabilize HCS Hoechst-high %: further read-out of MT stabilize HCS, marked with its call; % Hoechst-high responders; measured here: nuclear condensation Hoechst responders;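 share of cells brighter than vehicle mean plus two SD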
MT stabilize HCS cytotoxicity %: second read-out of MT stabilize HCS, no call of its own (marks repeat the call); toxicity, %; measured here: cytotoxicity by cell density;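 0% = mean cell density of plate MIN control wells and 100% = no cells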
Autophagy mod cell loss 18 h: recorded beside Autophagy mod, whose call it bears; toxicity, %; measured here: cell loss, nuclei count;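 cell loss after 18 h compound exposure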
Active calls of the source: *; i = inactive; . = no result given; + = active, no number.

SMILES	WT yeast gro inh	WT yeast gro inh mutant strain	NOD2 inhibition	Yfh1-off respiration	MT stabilize HCS	MT stabilize HCS Hoechst-high %	MT stabilize HCS cytotoxicity %	Insulin prom up	Insulin prom up cell count	Autophagy mod	Autophagy mod cell loss 18 h	Lipid droplet	Lipid droplet cells 6.5 µM	b-catenin transl	b-catenin transl cell count 5 µM	Dynein cargo inh	Dynein cargo inh cytoplasmic EGFP	Dynein cargo inh nuclear GR-EGFP	Dynein cargo inh cell count
CCC(Sc1nc2sc(C(=O)OC)c(C)c2c(=O)n1N)C(=O)N(CC)CC (stereo not drawn)	5	-3	15%	i	1.6	2.8	6.4	-0.43	868	i	3	-14	771	.	.	0.45	-0.24	0.33	0.7
COC(=O)c1c(C)cc(C)c2c1CC(C)(C)C2=O	.	.	-3%	i	.	.	.	0.29	1409	.	.	0	723	-3.1	1111	1.1	-0.21	0.37	-1.1
O=C(NCc1cccc(C(F)(F)F)c1)C1CC(c2ccccc2C(F)(F)F)=NO1 (stereo not drawn)	.	.	-9%	i	.	.	.	-0.02	1214	.	.	.	.	2.2	1129	-0.63	-0.74	-0.27	0.15
Cn1cc(CNC(=O)C2CCCCC2)cn1	-2	-4	19%	i	3.3	2.0	4.6	-0.35	1231	i	8	-20	691	-1.0	1070	-0.23	-0.26	-0.23	-0.29
Cc1ccc(S(=O)(=O)Nc2cccc(-c3cn4ccsc4n3)c2)cc1	5	22	0%	i	36	8.1	57	-0.65	1186	i	14	-6	703	.	.	0.21	-0.29	-0.11	-0.41
Cc1ccc(OCCCN2C(=O)C(=O)c3cc(C)ccc32)cc1	16	-12	3%	i	1.6	1.0	3.8	0.44	1479	i	10	0	680	2.4	1030	-0.64	-0.27	-0.35	0.22
O=C(CSc1nnc(-c2ccc(F)cc2)c2ccccc12)Nc1ccccc1Cl	9	5	5%	i	5.0	4.1	7.0	-0.6	1494	i	-10	-19	659	2.3	1068	-0.84	-0.24	-0.6	0.18
O=C(c1ccco1)N(Cc1ccccc1)Cc1ccccn1	8	2	-3%	i	3.5	1.4	0.4	0.21	1414	i	-15	-19	622	0.5	1487	1.2	0.068	1.1	-1.7
CC(C)CN(CCC(=O)O)CC(C)C	3	11	9%	i	2.3	1.9	6.4	-0.49	978	i	-4	9	804	1.4	1170	-1.2	-0.16	-0.4	0.58
Nc1nonc1C(=O)NCCNS(=O)(=O)c1ccc(Br)cc1	6	13	9%	i	2.2	1.9	5.6	0.07	1907	i	-21	-1	618	-5.5	1125	0.55	-0.073	0.18	-0.4
COc1cc2c(cc1OC)C(CSc1ccccc1C(=O)O)=NC(C)(C)C2	-36	-1	-1%	i	2.0	2.3	5.3	-2.4	1387	i	1	7	717	0.3	1502	-2.3	-0.1	-1.5	0.98
Cn1cc(CC(=O)N2CCN(c3ccc(Cl)cc3)CC2)c2ccccc21	45	25	-5%	i	2.3	2.2	6.9	-0.2	908	i	-7	-16	794	-0.6	1223	0.41	-0.067	0.88	-0.39
Cc1cc(C)c(NC(=O)COc2ccccc2C(=O)Nc2ccc3c(c2)oc2ccccc23)c(C)c1	7	-6	2%	i	0.7	1.1	14	-0.92	688	+	-1.0*	-18	783	.	.	-0.48	-0.0053	0.036	0.96
CCOC(=O)NC(NC(=S)Nc1ccc(OC)cc1)C(Cl)(Cl)Cl (stereo not drawn)	-2	1	0%	i	4.8	1.5	3.2	-0.17	1136	i	3	2	595	-1.7	958	-0.15	-0.28	-0.45	0.037
Cc1cc(N2CCCCC2)nc2ccccc12	6	-13	11%	i	2.6	1.6	7.6	-1.5	1227	i	2	20	684	0.2	1082	1.5	-0.097	1.3	-1.6
CCCN1CCN(C(=O)CCCNC(=O)Cn2cnc3sc(C)c(C)c3c2=O)CC1	.	.	1%	i	4.2	2.8	3.2	1.6	1198	i	12	.	.	-0.9	1460	-0.86	-0.19	-0.28	0.76
CC(C)CCC(CCN1CCCC1)c1ccc2c(c1)OCO2 (stereo not drawn)	.	.	-1%	i	.	.	.	0.25	1346	.	.	-9	656	0.1	1294	0.27	-0.21	-0.12	-0.43
Cc1[nH]c(=O)[nH]c(=O)c1N(C)C	3	-15	2%	i	4.3	1.9	0.4	-0.39	1140	i	0	-5	642	1.3	1041	1	-0.42	0.81	0.59
CCOC(=O)C1CCN(C(c2cc3ccc(C)c(C)c3[nH]c2=O)c2nnnn2C2CCCCC2)CC1 (stereo not drawn)	0	-2	-3%	i	4.1	2.6	9.2	-0.82	972	i	2	.	.	-1.6	917	2.4	-0.12	1.9	-2
COCCn1nnnc1C(c1ccccc1OC)N1CCN(c2ccccc2F)CC1 (stereo not drawn)	-7	3	3%	i	2.1	1.4	8.2	0.09	941	i	-8	.	.	-6.6	1080	-0.7	-0.2	-0.42	0.55
COc1ccc(-c2nc(Cn3c(SCc4ccc(C)cc4)nc4ccncc43)c(C)o2)cc1OC	23	2	-41%	i	5.6	1.7	9.5	0.51	866	i	4	.	.	.	.	0.046	-0.22	0.057	0.2
CN(C)CCNc1ncnc2ccccc12	-31	-10	0%	i	1.5	1.0	6.2	-0.36	1157	i	-6	2	795	3.7	1096	0.044	-0.16	0.066	0.49
CNC(=S)N1CCC(NC(=O)C23CC4CC(CC(C4)C2)C3)CC1	-5	-7	2%	i	1.0	1.1	1.9	.	.	i	0	0	708	0.4	1034	-0.065	-0.28	-0.16	0.36
O=C(COc1ccccc1C(=O)Nc1ccccc1)c1ccc(F)cc1	-1	-5	12%	i	3.2	1.8	12	-0.51	1412	i	-9	-13	677	-1.1	872	0.75	-0.33	0.66	0.42
OC(COc1ccccc1)CN1C2=NCCCN2c2ccccc21 (stereo not drawn)	34	-5	3%	i	2.4	1.8	10	-0.28	1250	i	6	0	681	-1.5	1057	0.36	-0.24	0.9	0.73
CC1CCCC(C)N1C(=O)COc1ccc(C(=O)N/N=C/c2ccc(C(=O)O)cc2)cc1 (stereo not drawn)	6	5	-8%	i	2.9	4.2	3.8	0.63	1208	i	-2	0	692	-4.0	1104	-0.31	-0.18	-0.52	0.57
Cc1ccc(C)c(S(=O)(=O)NC(Cc2c[nH]c3ccccc23)C(=O)O)c1 (stereo not drawn)	-15	-19	12%	i	3.1	1.0	3.7	-0.19	1621	i	7	12	768	-0.5	1497	0.68	-0.3	0.72	-0.29
O=c1cc(CS(=O)(=O)c2ccccc2)nc(-c2ccncc2)[nH]1	-7	-13	1%	i	2.3	1.9	6.8	-0.22	1341	i	1	-1	683	-0.6	1111	-0.34	-0.38	0.16	0.0073
NC(=O)c1c(-c2ccccc2)oc2ccc(O)cc12	8	-5	-11%	i	1.5	2.5	6.0	-0.17	1986	i	3	-16	623	0.6	967	0.33	-0.22	0.58	-0.45
Cc1ccc(C)c(NC(=O)CN(C)C(=O)c2cc3ccccc3o2)c1	-3	-5	-5%	i	2.3	1.5	5.6	2.2	1650	i	13	13	665	-0.9	954	0.79	0.015	0.58	0.12
O=C(Cn1cnc2ccccc2c1=O)c1c[nH]c2ccccc12	19	16	18%	i	5.6	3.7	1.6	-0.31	1464	i	-5	.	.	1.2	723	-0.5	-0.22	-0.0028	0.35
COc1ccc2c(c1)[nH]c(=O)c1sc3ccccc3c12	12	3	-70%	i	4.2	2.7	3.5	1.2	1581	i	-22	.	.	1.7	1246	-1.1	-0.2	0.027	0.86
CC(C)(C)NC(=O)CSc1nc2ccc(NC(=O)CSc3nnc(N)s3)cc2s1	-15	-11	28%	i	3.8	2.5	3.3	-0.24	1108	i	2	4	693	-2.1	978	0.24	-0.23	0.24	0.31
Cc1ccc(Cn2c(SCC(=O)N3CC(=O)Nc4ccccc43)nc3ccccc3c2=O)cc1	-8	-7	-28%	i	3.5	3.8	9.7	0.43	1599	i	-7	-11	628	-0.6	1008	0.96	-0.24	0.84	-0.91
Cc1c(Cl)cnc(NC(=O)COC(=O)c2nn(C)c(=O)c3ccccc23)c1Cl	-5	-4	20%	i	4.7	2.1	8.1	0.72	1477	i	9	-7	686	-0.4	1220	0.49	-0.25	0.12	-0.055
COc1ccc(CNc2nc3c(c(=O)n(Cc4ccc(Cl)cc4)c(=O)n3C)n2C)cc1	-5	-3	17%	i	7.2	4.4	15	0.56	1010	i	-17	.	.	-0.9	855	-0.54	-0.04	-0.24	0.51

Three compounds out of the list above, arranged by their value in Dynein cargo inh, lowest first.
SMILES	Dynein cargo inh
COc1ccc2c(c1)[nH]c(=O)c1sc3ccccc3c12	-1.1
NC(=O)c1c(-c2ccccc2)oc2ccc(O)cc12	0.33
Cc1c(Cl)cnc(NC(=O)COC(=O)c2nn(C)c(=O)c3ccccc23)c1Cl	0.49

Some of the compounds tested; the hit share may differ from the screen's.
